Screens (PubChem)
CaV13 FRET inh: Disruptors of the CACNA1D IQ motif to Ca2+-dependent inactivation inhibitor domain association, primary screening, Förster resonance energy transfer in intact living …. hit rate 0.098% among 340,000. inhibition, % at 12.3 µM. HEK cells, CFP/YFP FRET ICDI-IQ, plate reader, 10 min; percent FRET-ratio fall versus neutral wells;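 active means mean replicate inhibition of at least 30% and at least 1% of replicates passing that level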;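 further: 0% = median of the neutral control wells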
HTR2A ag: mouse Htr2a agonists via beta-arrestin recruitment, primary screen, cell-based, luminescence. CHO-K1 mHTR2A beta-arrestin complementation; percent of 30 µM serotonin response. hit rate 0.66% among 360,000. 5-hydroxytryptamine receptor 2A (Mus musculus), P35363. AID 624169, 2012. activation, % at 7.6 µM;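 active means activation above a run cutoff, the mean activation of all tested compounds plus 3 SD, cut at about 14% in these data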;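 further: 0% = plate median of compound wells and 100% = 30 µM serotonin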
Target sequence (P35363 whole entry, looked up): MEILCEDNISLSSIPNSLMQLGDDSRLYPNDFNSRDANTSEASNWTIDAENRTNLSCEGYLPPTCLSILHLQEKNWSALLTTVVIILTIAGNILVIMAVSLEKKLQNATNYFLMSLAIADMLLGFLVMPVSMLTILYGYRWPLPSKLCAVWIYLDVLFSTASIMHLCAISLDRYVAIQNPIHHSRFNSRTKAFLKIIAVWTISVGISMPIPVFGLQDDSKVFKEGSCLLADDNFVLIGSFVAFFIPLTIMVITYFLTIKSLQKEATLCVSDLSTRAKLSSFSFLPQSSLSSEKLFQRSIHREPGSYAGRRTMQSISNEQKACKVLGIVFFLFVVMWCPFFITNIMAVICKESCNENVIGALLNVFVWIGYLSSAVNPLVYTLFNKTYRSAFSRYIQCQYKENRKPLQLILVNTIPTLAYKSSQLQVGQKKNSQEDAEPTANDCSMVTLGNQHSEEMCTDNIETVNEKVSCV
MC4R ag barr: MC4R agonists recruiting beta-arrestin, primary screen, cell-based, luminescence, agonist arm of biased-ligand search. Melanocortin receptor 4 (Homo sapiens), P32245. U2OS MC4R beta-arrestin complementation; percent of melanotan II response, DMSO zero. activation, % at 8.9 µM. hit rate 0.98% among 360,000. AID 540308, 2011;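 active means activation above a per-plate cutoff, the mean activation of sample wells on that plate plus 3 SD, cut at about 8% in these data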
Target sequence (P32245 whole entry, looked up): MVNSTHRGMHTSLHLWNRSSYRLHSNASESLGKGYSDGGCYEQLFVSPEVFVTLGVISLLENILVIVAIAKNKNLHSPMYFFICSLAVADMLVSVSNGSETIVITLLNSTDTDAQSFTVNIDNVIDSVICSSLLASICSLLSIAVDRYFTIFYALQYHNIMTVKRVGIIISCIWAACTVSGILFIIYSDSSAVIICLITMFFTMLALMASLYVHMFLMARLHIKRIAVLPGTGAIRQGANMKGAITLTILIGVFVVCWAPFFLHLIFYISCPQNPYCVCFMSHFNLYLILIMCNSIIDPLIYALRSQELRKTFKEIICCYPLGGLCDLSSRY
MC4R antag cAMP: MC4R antagonists of cAMP signaling, primary screen, cell-based, TR-FRET, antagonist arm of biased-ligand search | Melanocortin receptor 4 (Homo sapiens), P32245 | MC4R-expressing cells, MTII-stimulated cAMP, LANCE TR-FRET | inhibition, % at 6.5 µM | hit rate 0.48% among 360,000 | AID 540295, 2011;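 active means inhibition above its plate's cutoff, the mean of tested wells on that plate plus 3 SD, cut at about 29% in these data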;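 further: 0% = Melanotan II alone and 100% = Melanotan II plus saturating MCL0020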
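Material: U2OS-MC4R stable cell line | Reagent: Melanotan II challenge after compound preincubation | Doses: One concentration, 6.5 µM nominal | Incubation: 30-min compound preincubation, 1-h Melanotan II challenge, 1-h detection, room temperature | Signal: TR-FRET cAMP assay | Replicates: One well per compound, no replicates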
H9c2 protect: cardioprotection against H2O2-induced cell death, primary screen, uHTS, H9c2 cells, ATPLite luminescence | hit rate 0.63% among 360,000 | protection from H2O2 cell death, % at 20 µM | H9c2 cardiomyocytes, H2O2 injury protection, 2 h;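 active means compounds giving at least 50% protection of heart cells from peroxide-induced death in the single-dose screen, raw or plate-pattern-corrected value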;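 further: 0% = DMSO wells with peroxide and 100% = DMSO wells without peroxide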
ABHD5-PLIN5 inh: ABHD5-PLIN5 interaction inhibitors, primary screen, cell lysate, split luciferase complementation, luminescence; Perilipin-5 (Homo sapiens) + 1-acylglycerol-3-phosphate O-acyltransferase ABHD5 (Homo …; Split G. princeps luciferase complementation, 4 h; inhibition, % at 4 µM; hit rate 0.78% among 360,000; AID 602281, 2012;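 active means inhibition above the mean inhibition across every tested compound plus 3 SD, cut at about 22% in these data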;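 further: 0% = DMSO only wells and the 100% control is not disclosed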
Exocytosis inh: LAMP-1 surface exposure blockers, TALL-104 cells – cell-based, flow cytometry, MLPCN library, primary screen | inhibition, % at 10 µM | TALL-104 LAMP-1 surface exposure; cells stimulated with thapsigargin and PMA | hit rate 0.66% among 360,000;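 active means inhibition above about 55%, limit read from the data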
PDI inh: inhibitors of human PDI, primary screen, biochemical, turbidity, single point, plate reader; PDI insulin aggregation turbidity, A650, 90 min; AID 588391, 2011; hit rate 0.052% among 350,000; inhibition, % at 10 µM;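 active means mean inhibition across replicates of 30% or more, whatever share of single replicates reach that level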;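 further: absorbance from insulin aggregation driven by PDI reduction with DTT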
Glyco luc inh: increase of ERlucT glycosylation luciferase signal, primary screen, N-linked glycosylation inhibitor project, D54 ERlucT cells, luminescence, set 2; D54 ERlucT glycosylation luciferase reporter, 24 h; percent of 100 nM tunicamycin response; reporter increase, % at 12.5 µM; hit rate 0.23% among 360,000; AID 588692, 2011;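 active means mean luciferase reporter signal, scaled so untreated is 0 and the glycosylation-blocking control 100, at or above a set limit in every replicate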;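 further: luciferase carries N-glycosylation sites so blocking glycosylation raises the light; 0% = median of neutral control wells and 100% = median of 100 nM tunicamycin wells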
ABCB6 inh 2: ABCB6 transporter inhibitors, primary screen, K562-ABCB6 cells, flow cytometry, MLPCN library; ATP-binding cassette sub-family B member 6 (Homo sapiens), Q9NP58; K562-ABCB6 porphyrin accumulation, 1 h; active compounds read low; fluorescence ratio to DMSO, % at 10 µM; hit rate 0.19% among 360,000;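 active means fluorescence ratio to DMSO below 75%, the collection mean minus 3 SD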;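 further: signal is porphyrin accumulated inside mitochondria; 100% equals median channel fluorescence of DMSO control wells; lower ratio means ABCB6 inhibition with less porphyrin fluorescence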
* hit, by the source's call; x = not tested or not shown.

mol	MC4R antag cAMP	MC4R ag barr	ABCB6 inh 2	HTR2A ag	CaV13 FRET inh	Exocytosis inh	Glyco luc inh	H9c2 protect	PDI inh	ABHD5-PLIN5 inh
CCCC(C)Sc1nc2c([nH]1)c(=S)n(C)c(=O)n2C (configuration not stated)	-2.1	0.4	95.0	0.8	-6.3	-3.2	1.8	12.3	11.3	4.8
Clc1ccc(-c2nnc(-c3cccnc3)o2)cc1	1.9	-0.8	99.0	7.0	-22.0	-4.4	-0.1	-4.7	-5.5	-7.8
Fc1ccc(NC(=S)Nc2cccnc2)cc1Cl	20.9	-0.1	93.0	-2.6	-6.0	-4.9	-2.5	-18.5	-6.7	-9.0
CCN1C(=O)CC(N2CCN(c3ccc(C(=O)c4ccncc4)cc3)CC2)C1=O (configuration not stated)	8.6	-1.6	99.0	4.3	-2.9	-3.7	-3.7	2.9	4.1	3.4
CC(C)(C)C(=O)Nc1ccc2c(c1)OCCOCCOc1cc(NC(=O)C(C)(C)C)ccc1OCCOCCO2	8.8	-1.1	96.0	4.8	-6.0	-4.8	1.8	-0.9	0.9	1.9
CC(=O)C(Cc1ccc(Cl)nc1)(Cc1ccc(Cl)nc1)C(C)=O	-4.0	-0.6	95.0	1.5	-6.6	-2.1	1.2	-0.8	4.0	-12.6
COc1cc(C(=O)NCc2nnc(SCC(=O)Nc3cc(C)cc(C)c3)o2)cc(OC)c1OC	-5.9	-1.7	97.0	-3.3	-4.1	-2.9	1.4	-1.6	-3.7	-6.0
COc1ccc(C2=NS(=O)(=O)N(C)C(C(=O)N3CCN(C)CC3)=C2)cc1	2.8	0.6	101.0	-3.9	0.0	-4.5	1.6	3.7	x	-1.1
COc1ccc(S(=O)(=O)NC2CCCCC2)cc1C(=O)N1CCCCC1	0.5	1.6	91.0	0.0	-2.9	-3.0	0.1	-4.4	-4.1	10.1
Cc1cc(C)n(S(=O)(=O)c2ccc(F)cc2)n1	1.4	-1.4	89.0	-3.7	-4.9	-2.4	0.1	0.9	-4.4	-5.6
COc1ccc(CCN2CC(C(=O)N3CCCCCC3)CCC2=O)cc1 (configuration not stated)	4.7	-1.2	106.0	6.0	x	-1.1	0.9	-0.8	-1.5	1.0
COc1ccc(-c2nnc(CSc3nnc(-c4ccncc4)n3C3CCCCC3)o2)cc1OC	8.8	-1.2	96.0	-2.3	-5.4	-1.8	-3.3	-3.2	1.8	1.2
COC(=O)c1sccc1NC(=O)CSc1ccc(Cl)cc1	5.3	-1.6	91.0	-3.3	-4.8	2.3	-1.6	-3.9	-2.8	-7.1
c1ccc(-c2cc(-c3cc(-c4ccccc4)on3)no2)cc1	-4.7	-1.5	99.0	1.5	-5.0	-2.6	0.0	0.0	-31.1	-3.0
COC(=O)c1ccccc1NC(=O)C1COc2ccccc2O1 (configuration not stated)	7.2	-2.0	91.0	-3.7	-0.5	1.2	-0.8	-1.9	0.3	-0.3

3 entries out of the list, ordered by SMILES length, rising:
mol	MC4R antag cAMP	MC4R ag barr	ABCB6 inh 2	HTR2A ag	CaV13 FRET inh	Exocytosis inh	Glyco luc inh	H9c2 protect	PDI inh	ABHD5-PLIN5 inh
COC(=O)c1ccccc1NC(=O)C1COc2ccccc2O1 (configuration not stated)	7.2	-2.0	91.0	-3.7	-0.5	1.2	-0.8	-1.9	0.3	-0.3
c1ccc(-c2cc(-c3cc(-c4ccccc4)on3)no2)cc1	-4.7	-1.5	99.0	1.5	-5.0	-2.6	0.0	0.0	-31.1	-3.0
COc1ccc(S(=O)(=O)NC2CCCCC2)cc1C(=O)N1CCCCC1	0.5	1.6	91.0	0.0	-2.9	-3.0	0.1	-4.4	-4.1	10.1

(more compounds)
mol	MC4R antag cAMP	MC4R ag barr	ABCB6 inh 2	HTR2A ag	CaV13 FRET inh	Exocytosis inh	Glyco luc inh	H9c2 protect	PDI inh	ABHD5-PLIN5 inh
Cc1cc(C(=O)O)cc(S(=O)(=O)NNC(=O)c2cccs2)c1C	18.8	0.7	102.0	2.8	-3.3	-8.9	0.0	-0.1	-7.3	-0.8
CCN(Cc1cnn(C)c1)Cc1nc(Cc2ccccc2Cl)no1	-0.8	-1.4	101.0	2.9	1.6	-1.4	0.0	7.8	2.4	-1.8
Cc1cccc(Cn2c(N(C)CCO)nc3c2c(=O)[nH]c(=O)n3C)c1	1.0	-0.2	101.0	9.6	-1.8	-1.5	2.6	3.6	x	1.0
Cc1ccn2c(=O)c(NC(=O)c3ccc4c(c3)OCO4)c(C)nc2c1	6.5	-0.5	94.0	6.2	-5.3	-2.1	1.1	-3.0	-2.2	14.1
CC(=O)Nc1ccc(S(=O)(=O)N2CCN(c3cccc(C)c3C)CC2)cc1	1.5	2.6	96.0	-6.4	1.9	1.0	4.5	-24.6	x	8.0
COc1ccc(NC(=O)CSc2sc3c(O)cc(=O)[nH]c3c2C#N)c(OC)c1	7.0	-1.3	93.0	-1.9	-3.8	-4.4	3.3	0.0	-0.6	-12.5
O=C(Nc1ccc(F)cc1)c1csc(Cc2ccccc2)n1	3.3	-1.0	98.0	-5.0	-1.9	-1.3	1.8	0.9	-7.1	4.9
Cc1ccc(N(CC(O)Cn2nc(C)cc2C)S(=O)(=O)c2ccc3ccccc3c2)cc1 (configuration not stated)	7.5	0.0	101.0	-2.3	-3.1	0.4	-3.9	-8.2	0.8	0.5
CCCCC(=O)c1ccc(OC(=O)c2ccc([N+](=O)[O-])cc2)cc1	1.3	-1.8	94.0	0.5	-2.3	3.7	-1.4	-18.5	-74.7	-1.0
Cc1ccc(S(=O)(=O)N2CCC(C(=O)NCc3ccccc3CN3CCCC3)CC2)cc1C	-0.7	-1.6	103.0	-2.6	-2.6	-0.7	-1.8	7.9	-10.0	-2.1
Cc1cc(C)cc(OCC(=O)N(C)CC(=O)Nc2ccc(N3CCOCC3)cc2)c1	16.8	-3.7	98.0	-2.6	-5.5	-13.3	-1.1	-3.4	2.2	1.3
CC1C(=O)Nc2ccccc2N1C(=O)c1ccc(F)cc1F (configuration not stated)	17.0	1.6	99.0	-8.6	-4.4	-3.6	2.0	-5.6	3.4	-1.9
CC(C)CCSc1nc2ccccc2[nH]1	-1.4	0.3	104.0	3.8	3.7	-2.9	-4.6	-16.0	-8.7	-1.6
CCCCN(C=O)c1c(CC)nc2c(OCc3ccc(S(C)(=O)=O)cc3)cccn12	5.8	-1.9	93.0	-2.1	-7.1	-7.8	0.4	3.6	-6.7	-0.1
CCCN(CC(=O)Nc1ccccc1C)C(=O)C1CCN(S(=O)(=O)c2ccc3c(c2)OCCO3)CC1	7.5	-1.0	102.0	0.4	-2.1	8.0	1.1	0.8	6.8	-2.5
Cc1ccc(C(=O)NNC(=O)COC(=O)COc2ccccc2C#N)cc1	11.0	-1.8	106.0	-2.6	-5.1	5.0	-1.2	0.4	-3.1	2.5
C/C(=N\NC(=O)c1ccc(-c2ccccc2)cc1)c1ccco1	0.1	-0.5	97.0	-13.9	-4.4	-13.9	3.8	-1.4	4.1	-3.1
Cc1ccc(SCC(=O)OCC(=O)N(CCC#N)c2ccccc2)cc1	-2.1	-1.2	95.0	-2.7	-1.9	-0.4	2.2	2.9	4.6	7.4
C/C=C/C(=O)Nc1nnc(C2CCCCC2)s1	6.9	-2.4	95.0	-2.6	6.8	14.2	-4.1	0.1	0.6	-1.9
Cc1cc(-c2cccs2)nc(-n2cccc2)n1	-9.8	1.7	102.0	4.3	-4.3	-1.3	-1.7	-3.3	-8.6	0.8
O=C1CCCC2=C1C(c1cccc(O)c1)c1c(ccc3ncccc13)N2 (configuration not stated)	16.5	-0.6	101.0	-1.4	-5.7	-1.3	1.4	1.7	-2.7	0.1
CCCCCCCSc1nsc(N)n1	3.9	2.3	98.0	-3.0	-3.8	-0.2	0.7	-12.1	5.6	-3.8
Cc1ccc2[nH]c(-c3ccccc3)c(CN3CCOCC3)c(=O)c2c1	1.5	-2.1	95.0	7.4	x	-4.0	3.3	3.2	-2.3	-0.8
COc1ccc(Cn2nnnc2CN2CCC(O)(c3ccc(F)cc3)CC2)cc1	6.7	-1.9	99.0	-2.2	0.0	3.1	-0.8	-0.5	-5.5	4.8
Cn1c(=O)c2c(O)cc(=O)n(-c3ccccc3)c2n(C)c1=O	0.1	-1.6	112.0	1.0	x	-4.5	2.3	22.9	3.0	-3.7
CC(C)C1C(=O)N(Cc2cn(CCC3OCCO3)nn2)CCS(=O)(=O)N1Cc1ccc(-c2ccccc2Cl)cc1 (configuration not stated)	x	x	98.0	-3.2	-9.0	2.8	-1.9	-2.7	x	10.8
COc1ccc(NC(=S)NCCSc2ccc(Cl)cc2)c(OC)c1	-8.7	2.7	88.0	-3.5	-2.9	-1.6	-0.7	0.0	-3.1	-0.9
COc1ccc(NC(=O)C2CCCN2S(=O)(=O)c2ccc3c(c2)CC(C)N3C(C)=O)cc1OC (configuration not stated)	14.0	-1.4	98.0	-0.7	-2.1	-0.9	2.1	1.4	1.3	-0.5
O=C(CN1C(=O)COc2ccccc21)N1CCc2ccccc2C1	1.2	0.1	100.0	0.5	-4.3	2.9	-1.9	1.7	0.2	0.3
CN1CCN(S(=O)(=O)c2ccc(Cc3ccc(S(=O)(=O)N4CCN(C)CC4)cc3)cc2)CC1	-1.2	-1.4	92.0	-9.4	-5.2	-0.5	-3.7	-6.5	-5.9	3.9
